Screening results deposited in PubChem BioAssay by National Center for Advancing Translational Sciences (NCATS).
GRP78 ERSR act = qHTS for Inducers of the Endoplasmic Reticulum Stress Response (ERSR) in Human Glioma: qHTS; 0.02% of 420,000 active; Potency, µM, for the others: at the highest dose activation, most hits filed as activators; U87-MG GRP78 promoter luciferase reporter, 16 h; active = well fitted activation curve with a large enough effect; inconclusive = small, poorly fitted or top-dose-only effect; inactive = no such curve, though single readings can be large or run the other way; also: series mostly up to about 76 µM; % of control where 0% means no effect; nearly all actives have a fitted effect of over 35% in size
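Stably transfected U87-MG glioma cells carrying a GRP78-based luciferase sensor; 16 h compound incubation. Luminescence end-point read 10 min after Bright-Glo addition at room temperature.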
* hit, by the source's call; ? = inconclusive; & = joins results of further samples. Potency is read from the fitted curve at half-maximal effect.

Start of the listing, in advance (6 entries):
SMILES | GRP78 ERSR act
O=C1[C@H]2[C@H]3[C@H](O)[C@H](O)C/C(=N/OC[C@@H](O)COCc4ccco4)[C@@H]3CC[C@@H]2C(=O)N1C[C@@H]1CCCO1 | -4.9%
CN1CCCN(C(=O)[C@@H]2C[C@@H](Sc3nc4ccccc4[nH]3)CN2Cc2ccc(-c3ccccc3)cc2)CC1 | -4.5%
COc1ccc(C2CC(=O)Oc3ccc(O)cc32)cc1 (stereo unspecified) | 0.3%
C[C@@H]1OC(Oc2ccccc2-c2cc(=O)c3c(O)cc(O)c([C@@H]4O[C@H](CO)[C@@H](O)[C@H](O)[C@H]4O)c3o2)[C@H](O)[C@H](O)[C@H]1O (stereo partly specified) | 2.5%
CC(C)NC(=O)N1CCCC2(CCN(C(=O)c3cccn3C)CC2)C1 | -4.3%
Cc1nc2cncnc2n(Cc2ccccc2)c1=O | -4.9%

Results, repeating the preview:
SMILES | GRP78 ERSR act
O=C1[C@H]2[C@H]3[C@H](O)[C@H](O)C/C(=N/OC[C@@H](O)COCc4ccco4)[C@@H]3CC[C@@H]2C(=O)N1C[C@@H]1CCCO1 | -4.9%
CN1CCCN(C(=O)[C@@H]2C[C@@H](Sc3nc4ccccc4[nH]3)CN2Cc2ccc(-c3ccccc3)cc2)CC1 | -4.5%
COc1ccc(C2CC(=O)Oc3ccc(O)cc32)cc1 (stereo unspecified) | 0.3%
C[C@@H]1OC(Oc2ccccc2-c2cc(=O)c3c(O)cc(O)c([C@@H]4O[C@H](CO)[C@@H](O)[C@H](O)[C@H]4O)c3o2)[C@H](O)[C@H](O)[C@H]1O (stereo partly specified) | 2.5%
CC(C)NC(=O)N1CCCC2(CCN(C(=O)c3cccn3C)CC2)C1 | -4.3%
Cc1nc2cncnc2n(Cc2ccccc2)c1=O | -4.9%
COc1cccc(-c2ccc3ncnc(Nc4ccccc4)c3c2)c1 | -2.1%
COCCNc1ncnc2ccc(-c3ccccc3OC)cc12 | -1.1%
COc1ccccc1-c1cncnc1NCc1ccccc1 | -3.3%
C/C=C/OC(=O)NC(c1ccccc1)[C@@]1(C(=O)OC)CCCC1=O (stereo partly specified) | -4.4%
Cc1nc2cnc(N(C)C)nc2n(-c2ccccc2)c1=O | -5.0%
Nc1c(O)cccc1C(=O)C[C@@H](N)C(=O)O | -3.5%
O=P(O)(O)OC1[C@H](O)[C@H](OP(=O)(O)O)C(OP(=O)(O)O)[C@H](OP(=O)(O)O)[C@H]1O (stereo partly specified) | -3.3%
COc1ccc(/C=C/C(=O)NCC2Cc3cccc(-c4nc(C)cnc4C)c3O2)cc1OC (stereo unspecified) | -2.9%
CO[C@@H]1COC(=O)[C@@H](C)COC(=O)[C@@H](C)NC(=O)C/C=C\[C@@H]1C | -2.4%
Cn1cccc1C(=O)N1CCC2(CCN(C(=O)Nc3ccccc3)CC2)CC1 | -1.2%
CC1(C)SC2C(N3C(=O)C(c4ccccc4)NC3(C)C)C(=O)N2C1C(=O)O (stereo unspecified) | -0.6%
CC(C)CCCC(C)C1CCC2C3CC=C4CC(=O)CC[C@@]4(C)C3CC[C@@]12C (stereo partly specified) | -4.0%
COc1ccc(-c2nc3cnc(OC)nc3n(C3CC3)c2=O)cc1 | -2.3%
COc1cc(=O)n2c(c1C(=O)NCc1ccco1)CCN(C(=O)c1ccc(C)c(C)c1)CC2 | -3.1%
Cc1nc2cncnc2n(Cc2ccc(F)cc2)c1=O | 3.3%
COC(=O)N1CCC2(CCN(Cc3ccccc3)CC2)CC1 | -3.3%
O=C1OC(CO)C(O)C(O)C1O (stereo unspecified) | -1.7%
C=CCCCCCCCCCCCC(O)CC(O)COC(C)=O (stereo unspecified) | -2.2%
CCN1C(=O)[C@H]2[C@H]3[C@H](O)[C@H](O)C/C(=N/O[C@@H](C)c4cn([C@H](CO)Cc5ccccc5)nn4)[C@@H]3CC[C@@H]2C1=O | -3.8%&-4.8%
Next section:
SMILES | GRP78 ERSR act
COC1=C2C[C@H](C)C[C@H](OC)[C@H](O)[C@@H](C)/C=C(/C)[C@H](OC(N)=O)[C@@H](OC)/C=C\C=C(\C)C(=O)NC(=CC1=O)C2=O | -0.2%
CCCCCCCCCCCC[n+]1ccc2ccccc2c1 | -11.7%
Cc1ccc(-c2ccnc(-n3ncc(C(=O)NC[C@@H]4CCCN5CCCC[C@H]45)c3C3CC3)n2)o1 | -4.9%
CO[C@@H]1COC(=O)C/C=C\[C@@H](C)COC(=O)[C@H](COCc2ccccc2)NC(=O)C/C=C\[C@H]1C | -2.1%
O=C(c1ccco1)N1CCC2(CCCN(c3ncccn3)C2)CC1 | -4.7%
CC(=O)OC1CC2C(C)(C)C(=O)[C@@H]3OC3[C@@]2(C)C2CC[C@]3(C)C(=CC(=O)OC3c3ccoc3)[C@]12C (stereo partly specified) | -2.6%
COc1ccc(OC)c(C(=O)N2CCOc3ccc(C(C)(O)CN(C)C)cc3C2)c1 (stereo unspecified) | -1.3%
NCC(=O)N[C@@H](CCCN=C(N)N)C(=O)NCC(=O)N[C@@H](CC(=O)O)C(=O)N[C@@H](CO)C(=O)N1CCC[C@H]1C(=O)O | -3.6%
COC(=O)[C@H](Cc1ccccc1)NC(=O)C/C=C\[C@@H](C)[C@@H](CO)OC | -4.0%
CO[C@@H]1/C=C\CC(=O)N[C@@H](C)C(=O)OC[C@H](NS(=O)(=O)c2ccc(C)cc2)[C@H](C)/C=C\CC(=O)OC[C@H]1C | -5.2%
CCNc1ncc2nc(-c3ccc(F)cc3)c(=O)n(-c3ccc(OC)cc3)c2n1 | -2.1%
Nc1nc2c(ncn2C2OC(COC(=O)c3ccccc3)C(OC(=O)c3ccccc3)C2OC(=O)c2ccccc2)c(=O)[nH]1 (stereo unspecified) | ?
COc1ccc(/C=C/c2cc(O)cc(O[C@H]3OC(CO)C(O)C(O)C3O)c2)cc1 (stereo partly specified) | 1.0%
Cc1nc2cnc(Oc3ccccc3)nc2n(-c2ccccc2)c1=O | -2.5%
C[C@H]1COC(=O)[C@H](Cc2ccccc2)NC(=O)[C@@H](C)COC(=O)[C@H](Cc2ccccc2)NC1=O | -4.4%
COc1cccc(Cn2c(=O)c(-c3ccc(F)cc3)nc3cnc(N(C)C)nc32)c1 | -3.2%
O=C(NCC1Cc2cc(-c3cncnc3)cc(Cl)c2O1)c1cccc(Cn2cccn2)c1 (stereo unspecified) | -0.9%
COc1cccc(/C=C/C(=O)O)c1C(C)C | -4.2%
COc1ccc(NC(=O)N2CCCC3(CCN(S(C)(=O)=O)CC3)C2)cc1 | -0.6%
COC1OC(CO)C(OC2OC(C(=O)O)C(OC3OC(COS(=O)(=O)O)C(OC4OC(C(=O)O)C(OC5OC(CO)C(OC6OC(C(=O)O)C(OC7OC(COS(=O)(=O)O)C(OC8OC(C(=O)O)=C[C@H](O)C8OS(=O)(=O)O)C(O)C7NC(C)=O)[C@@H](O)C6O)C(O)C5NC(C)=O)[C@@H](O)C4O)C(O)C3NC(C)=O)[C@@H](O)C2O)C(O)C1NC(C)=O (stereo partly specified) | -1.1%
CCCN[C@@H](C)C(=O)Nc1ccccc1C | -2.5%
O=c1c(-c2cccc(F)c2)nc2cncnc2n1Cc1ccccc1Cl | -3.2%
Cn1c(-c2ccccc2)c(O)c(=O)c2ccccc21 | -4.0%
COc1ccc(C(=O)N2CCC3(CCN(Cc4ccccc4)CC3)CC2)cc1 | -0.9%
O=c1c(-c2ccc(Cl)cc2)nc2cnc(Oc3ccccc3)nc2n1C1CC1 | -3.2%
Carrying on:
SMILES | GRP78 ERSR act
COC(=O)C1OC(=O)C2OC23[C@]2(C)C(OC(C)=O)CC4C(C)(C)C(=O)CC[C@]4(C)C2CC[C@@]13C (stereo partly specified) | -3.8%
COc1c(Cl)ccc(Cl)c1C(=O)O | -1.9%
CSCC[C@H](NC(=O)[C@H](CO)NC(=O)[C@H](Cc1ccc(O)cc1)NC(=O)[C@@H](N)CO)C(=O)N[C@@H](CCC(=O)O)C(=O)N[C@@H](Cc1cnc[nH]1)C(=O)N[C@@H](Cc1ccccc1)C(=O)N[C@@H](CCCNC(=N)N)C(=O)N[C@@H](Cc1c[nH]c2ccccc12)C(=O)NCC(=O)N[C@@H](CCCCN)C(=O)N1CCC[C@H]1C(=O)N[C@H](C(=O)NCC(=O)N[C@@H](CCCCN)C(=O)N[C@@H](CCCCN)C(=O)N[C@@H](CCCNC(=N)N)C(=O)N[C@@H](CCCNC(=N)N)C(=O)N1CCC[C@H]1C(=O)N[C@H](C(=O)N[C@@H](CCCCN)C(=O)N[C@H](C(=O)N[C@@H](Cc1ccc(O)cc1)C(=O)N1CCC[C@H]1C(=O)N[C@@H](CC(N)=O)C(=O)NCC(=O)N[C@@H](C)C(=O)N[C@@H](CCC(=O)O)C(=O)N[C@@H](CC(=O)O)C(=O)N[C@@H](CCC(=O)O)C(=O)N[C@@H](CO)C(=O)N[C@@H](C)C(=O)N[C@@H](CCC(=O)O)C(=O)N[C@@H](C)C(=O)N[C@@H](Cc1ccccc1)C(=O)N1CCC[C@H]1C(=O)N[C@@H](CC(C)C)C(=O)N[C@@H](CCC(=O)O)C(=O)N[C@@H](Cc1ccccc1)C(=O)O)C(C)C)C(C)C)C(C)C | -1.4%
OC(c1cccnc1)c1ccc2c(c1)CN(Cc1ccc(-c3ccccc3Cl)o1)CCO2 (stereo unspecified) | 2.3%
CCn1nc(C)cc1C(=O)NCC1CCC2(CCN(Cc3ccccc3F)CC2)O1 (stereo unspecified) | -3.4%
N#Cc1cccc(-c2nc(N3CCNCC3)c3ccccc3n2)c1 | -6.0%
C[C@@H]1OC(OC2C(OC3CC[C@@]4(C)C5CC=C6C7CC(C)(C)CC[C@@]7(C(=O)O)CCC6(C)C5(C)CCC4[C@]3(C)CO)OCC(O)C2O)C(O)C(O)C1O (stereo partly specified) | -5.3%
COc1cccc([C@H]2Oc3ccc(OC)cc3/C(=N\OC[C@@H](O)[C@@H]3O[C@@H]4OC(C)(C)O[C@@H]4[C@H]3O)[C@@H]2O)c1 | 5.6%
Cc1ccc2c(c1)CN(CCNC(=O)c1cc3ccccc3oc1=O)CC(C)O2 (stereo unspecified) | -2.5%
CC(C)=CCC1(CC=C(C)C)C(=O)C(C(=O)c2ccccc2)=C2OC(C)(C)CCC2(CC=C(C)C)C1=O (stereo unspecified) | -5.4%
COc1ccccc1CN1CC2(CCN(C(=O)c3ccncc3)CC2)C1 | -3.3%
COC(=O)C1CCN(Cc2ccc3c(c2)CN(C(=O)C2CCCN(c4ccccn4)C2)CCO3)CC1 (stereo unspecified) | 6.3%
NCCCCN=C(N)N | -4.1%&-5.5%&-2.2%&-0.9%&-2.5%
CCCS(=O)(=O)NCc1c(C)ncc2c1CCN(C(=O)/C=C/c1ccccc1)C2 | -2.9%
COc1ccc(Oc2ncc3nc(C)c(=O)n(-c4ccc(OC)cc4)c3n2)cc1 | -2.2%
COCCN(C)C(=O)c1cnn(-c2nccc(-c3cc(OC)ccc3OC)n2)c1C | 0.3%
CC[C@H](C)C(=O)O[C@H]1CCC=C2C=C[C@H](C)[C@H](CC[C@@H]3C[C@H](O)CC(=O)O3)[C@H]21 | -1.3%
CC(=O)Oc1c(C)cccc1C(=O)O | -3.2%
COC(=O)C1CCCCN1Cc1ccc2c(c1)CN(C(=O)c1ccc(C)s1)CCO2 (stereo unspecified) | -3.8%
O=c1c(-c2ccccc2)nc2cnc(Oc3cccc(Cl)c3)nc2n1C[C@H]1CCCO1 | -3.9%
O=C(N[C@@H]1c2ccccc2C2(CCN(Cc3c(O)ccc4ccccc34)CC2)[C@H]1O)c1ccccc1 | -0.9%
COc1ccc(C(=O)N2CCC[C@@]3(CCN(c4ncccn4)C3)C2)cc1 | -2.7%
COc1ccc(OC)c(-c2ccc(O)c(CN3CCc4c([nH]c5ccccc45)C3)c2)c1 | -2.6%
CN1CCN(c2ncncc2-c2ccc(C(=O)N(C)C)cc2)CC1 | 2.0%
COC(=O)NC(/C(C(=O)OC)=C(\C)NCc1ccccc1)c1ccco1 (stereo unspecified) | -1.8%
Additional entries follow:
SMILES | GRP78 ERSR act
Cc1cnc(SCc2ccccn2)nc1C1CCCN(C(=O)c2ccc3[nH]c(C)c(C)c3c2)C1 (stereo unspecified) | -0.1%
Cc1noc(C)c1-c1cc(N(C)C)ncn1 | -4.5%
COc1cccc(-c2nc(NCCc3c[nH]c4ccc(OC)cc34)c3ccccc3n2)c1 | 2.3%
Cc1cnc(-n2ncc(C(=O)NCc3cccnc3)c2C)nc1-c1ccc(F)cc1 | -5.5%
COc1ccccc1CNc1nc(-c2ccccc2CN(C)C)nc2ccccc12 | -4.8%
Cc1nc2cnc(Oc3cccc(Cl)c3)nc2n(Cc2ccc(F)cc2)c1=O | -4.3%
CO/N=C\[C@@H](OC)[C@H](C)/C=C\CC(=O)OC | -5.7%
CC(=O)NCCNc1ncnc2ccc(-c3ccccc3C)cc12 | -0.5%
COc1cccc([C@@H]2Oc3ccc(OC)cc3/C(=N/OC[C@@H](O)COCc3ccco3)[C@@H]2O)c1 | -4.2%
COCC(=O)Nc1cc(C(=O)N2CCCC2c2nccs2)c2c(c1)nc(-c1ccncc1)n2C (stereo unspecified) | -2.2%

Ordered by the number under GRP78 ERSR act (lowest first): 4 of the compounds above
smiles	GRP78 ERSR act
COc1ccc(C(=O)N2CCC[C@@]3(CCN(c4ncccn4)C3)C2)cc1	-2.7%
CC(=O)OC1CC2C(C)(C)C(=O)[C@@H]3OC3[C@@]2(C)C2CC[C@]3(C)C(=CC(=O)OC3c3ccoc3)[C@]12C (stereo partly specified)	-2.6%
COc1ccc(C(=O)N2CCC3(CCN(Cc4ccccc4)CC3)CC2)cc1	-0.9%
COCCN(C)C(=O)c1cnn(-c2nccc(-c3cc(OC)ccc3OC)n2)c1C	0.3%

This is a subset. The share of hits here may be higher or lower than overall.
